Screens from PubChem BioAssay.
MOR-DOR ag: OPRM1-OPRD1 heterodimerization agonism; activation, % at 9.3 µM; 340,000 compounds, 0.3% hits; P35372+P41143; cells, luminescence; in the data active means activation above about 18%;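 further: 0% = vehicle-treated cells and 100% = reference agonist; values of inactives mirror those of a sister screen read the other way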
Target sequence (P35372 whole entry, looked up): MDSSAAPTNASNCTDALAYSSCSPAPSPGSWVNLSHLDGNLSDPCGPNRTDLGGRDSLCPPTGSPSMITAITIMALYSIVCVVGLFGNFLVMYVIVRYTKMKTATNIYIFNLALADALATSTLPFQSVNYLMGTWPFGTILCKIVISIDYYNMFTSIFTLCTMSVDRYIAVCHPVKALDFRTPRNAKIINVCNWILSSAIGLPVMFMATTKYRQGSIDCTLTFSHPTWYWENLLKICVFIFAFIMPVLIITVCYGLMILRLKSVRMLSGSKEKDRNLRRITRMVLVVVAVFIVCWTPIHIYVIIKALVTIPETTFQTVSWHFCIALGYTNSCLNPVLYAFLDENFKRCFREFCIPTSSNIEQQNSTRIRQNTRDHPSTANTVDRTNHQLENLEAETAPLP
Target sequence (P41143 whole entry, looked up): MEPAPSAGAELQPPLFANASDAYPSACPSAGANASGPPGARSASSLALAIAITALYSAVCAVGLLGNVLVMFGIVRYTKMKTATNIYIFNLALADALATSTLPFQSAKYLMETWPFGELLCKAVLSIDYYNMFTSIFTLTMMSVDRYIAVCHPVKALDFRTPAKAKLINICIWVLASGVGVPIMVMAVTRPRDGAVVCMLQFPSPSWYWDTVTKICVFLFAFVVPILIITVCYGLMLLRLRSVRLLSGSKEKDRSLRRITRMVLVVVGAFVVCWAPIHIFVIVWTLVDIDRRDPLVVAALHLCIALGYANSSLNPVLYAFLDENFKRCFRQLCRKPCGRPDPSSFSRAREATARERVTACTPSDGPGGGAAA
Arrestin-AP2 inh: human beta-arrestin and AP2 interaction inhibition; FITC-arrestin peptide / GST-AP2 beads, flow cytometry; AP2 beta2 appendage carries R879A mutation; inhibition, % at 10 µM; 340,000 compounds, 0.31% hits; AID 504490;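 active means inhibition above a set limit, near 3 SD of compounds lacking own fluorescence, cut at about 54% in these data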;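 further: plate controls were DMSO wells for no effect and 5 µM unlabelled arrestin peptide for full effect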
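System: GST-tagged AP2 beta2-adaptin appendage (R879A) on 4 µm glutathione beads / Reagent: FITC-arrestin peptide, 50 nM / Detection: HyperCyt-sampled flow cytometry, FL1 channel, ex 488/em 535 nm / Timing: 12 min plus 1 h, RT / Buffer or medium: PBS plus Tween 20 (0.05%) and BSA (0.1%)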
Cardiac RTF inh: cardiac RTF calcium desensitization; IANBD-labeled cardiac RTF, Ca2+ fluorescence; inhibition, % at 7.15 µM; 340,000 compounds, 0.12% hits; AID 493244; P19429+P45379;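 active means inhibition above the mean inhibition of all tested compounds plus 3 SD, cut at about 17% in these data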;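 further: assay run at fixed EC70 calcium of 1.6 mM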
Keap1 Nrf2 FP: disrupts human Keap1 binding to Nrf2 peptide. Q14145. Keap1 Kelch-Nrf2 peptide fluorescence polarization, 1536-well. inhibition, % at 9.4 µM. 340,000 compounds, 0.15% hits. AID 504523; in the data active means inhibition above about 12%;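 further: human Keap1 Kelch domain with fluorescein labeled Nrf2 9mer peptide probe; 0% = neutral control wells and 100% = peptide positive control; higher means more block of Keap1 binding to Nrf2 peptide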
Pemphigus Ab inh: blocks pemphigus antibody binding to human desmoglein-3; binding (percent of control), % at 10 µM; 310,000 compounds, 0.48% hits; DSG3-coupled beads, scFv-anti-DSG3-GFP binding, flow cytometry; active compounds read low; AID 588358; P32926;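 active means binding more than 3 SD below its plate's average and above zero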;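 further: hits lower antibody fragment binding to DSG3; some compounds called inactive have numbers as strong as hits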
C-LANA FP: inhibitors of KSHV LANA C-terminal domain DNA binding. MBP-C-LANA/FAM-LBS DNA binding, fluorescence polarization. 340,000 compounds, 0.078% hits. inhibition, % at 9 µM;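 active means highest replicate inhibition at or above 60% at 9 µM, even if other replicates fall short; inactive means all replicates below 60% inhibition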;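 further: 0% = neutral control wells and 100% = 4 µM acridine orange control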
V-ATPase pHluor: alters yeast V-ATPase proton transport; S. cerevisiae, pHLuorin cytosolic pH fluorescence; response, % at 10 µM; 350,000 compounds, 0.37% hits; AID 504577; in the data active means response mostly above about 7.3%, no sharp cut-off; inactive means mostly below about 5.4%; further: actives read high; inactives centre near 0; some compounds called inactive have numbers as strong as hits; reference of the scale not given here
Wnt bcat act: activates Wnt/beta-catenin signaling in a reporter cell assay; activator, plate reader; activation, % at 9.35 µM; 300,000 compounds, 1.2% hits; in the data active means activation above about 30%, passing the limit was not always enough;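 further: 0% = neutral control wells and 100% = positive control wells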
MOR-DOR inv ag: inverse agonists of human mu-delta opioid receptor heterodimerization; 340,000 compounds, 0.21% hits; AID 504357; cell-based MOR-DOR heterodimer luminescence, inverse agonism; inhibition, % at 9.3 µM; in the data active means inhibition above about 22%, passing the limit was not always enough;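 further: 0% = cells with DMSO and 100% = wells without cells with DMSO; values of inactives mirror those of a sister screen read the other way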
cardiac RTF act: increases calcium sensitivity of human cardiac regulated thin filaments. AID 493008. IANBD-labeled TnC RTF fluorescence at EC20 calcium; 0% EC20 calcium, 100% full calcium. activation, % at 7.2 µM. P19429+P45379. 340,000 compounds, 0.24% hits;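 active means activation above the mean over all tested compounds plus 3 SD, cut at about 30% in these data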;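 further: rise in fluorescence read as greater calcium sensitivity of cardiac thin filaments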
Active calls of the source: *; / = not tested or not shown. An excerpt; rates above refer to the full screens.

SMILES	MOR-DOR ag	Arrestin-AP2 inh	Cardiac RTF inh	Keap1 Nrf2 FP	Pemphigus Ab inh	C-LANA FP	V-ATPase pHluor	Wnt bcat act	MOR-DOR inv ag	cardiac RTF act
CCC(=NCCN1CCCCC1)c1c(O)n(C)c(=O)n(C)c1=O	-2.0	9	-15	-9	104	0.6	1	/	11	5
CCOc1ccccc1N1C(=O)CC(=O)NC1=O	-3.3	28	-7	-10	/	-1.2	-1	0	17	-2
Fc1cccc(F)c1-c1nc(-c2ccc(Cl)cc2)no1	1.1	4	-4	1	/	-1.2	3	65*	-6	2
Cc1ccc2cccc(OC(=O)N(C)c3ccccc3)c2n1	-2.2	-11	2	3	112	-0.2	-1	-1	12	0
CC(C)(O)C(=O)Nc1ccc([N+](=O)[O-])c(C(F)(F)F)c1	1.1	11	-2	2	103	0.9	-3	-2	-6	2
O=C(CCc1nnc2ccc(NCc3ccccc3)nn12)N1CCC2(CC1)OCCO2	-0.7	7	-15	2	/	-0.9	3	0	4	-1
COc1ccccc1C1CC2CCC(C1OC(C)=O)N2Cc1ccccc1 (stereo unspecified)	0.6	20	1	-1	111	7.0	-3	-1	-3	-3
CC(Cc1ccccc1)[n+]1cc(/N=C(\[O-])N(C)C)on1 (stereo unspecified)	-1.3	-8	-4	-3	102	-0.2	1	/	8	9
CN(C)C(Cc1ccccc1)C(=O)c1ccc(-c2ccccc2)cc1 (stereo unspecified)	2.5	3	-3	-5	129	0.5	-7	1	-14	-2
Cc1ccc(C)c(Cn2c(C(=O)O)c(C=O)c3ccccc32)c1	-2.6	-15	-109	-110	96	-24	0	1	14	86*
COc1ccc(OCCSc2nnnn2C2CCCCC2)cc1	4.1	4	-7	0	/	-0.4	-1	-1	-17	-6
Cc1ccc2[nH]c(C)c(CCNCc3ccco3)c2c1	0.4	-5	-7	4	137	1.2	4	-1	-2	2
CN1C2CCC1CC(OC(=O)c1ccc(Cl)cc1)C2 (stereo unspecified)	-2.0	-9	-2	1	93	2.8	2	-2	10	-3
CCN1CCN(C(=O)Cc2ccccc2OC)CC1	-2.7	-25	-10	-1	106	3.7	0	1	12	4
O=c1[nH]c(O)c(/C=C2\C=Nc3ccc(OCc4ccccc4)cc32)c(=O)[nH]1	-0.1	35	-64	-3	97	4.7	1	1	1	48*
CC(C(=O)c1c[nH]c2ccccc12)N1CCN(C(=O)c2ccco2)CC1 (stereo unspecified)	-2.4	-2	0	-2	99	-2.2	0	2	12	4
Cc1ccccc1CN1CCCN(Cc2ccc(Cl)cc2)S1(=O)=O	0.7	2	-1	-3	119	-1.3	0	-3	-3	5
COCCCN1CCN(c2nnc3n2-c2sc(Br)cc2C(c2ccccc2Cl)=NC3)CC1	-3.2	22	4	0	/	-2.7	5	/	16	-2
C=CCn1c(O)c(C(C)=NCc2ccco2)c(=O)[nH]c1=O	-2.8	7	-8	-8	99	0.6	3	-1	15	6
COc1ccc(CCC(=O)NCCc2cnc[nH]2)cc1	-1.7	-3	-8	-4	103	-1.3	1	-1	9	10
Cc1ccc(C2(O)CCN3CCCCC32)cc1 (stereo unspecified)	4.3	-1	-4	0	100	0.2	12*	/	-25	-1
N=C1c2ccccc2CN1NC(=O)c1ccc(F)cc1	0.4	0	0	-3	102	-1.1	-4	/	-2	2
COc1ccc(-c2nn(CCC#N)cc2C(=O)Nc2ccccc2Br)cc1[N+](=O)[O-]	-0.7	-9	-10	-3	96	0.4	-4	-11	3	2
CC(=O)NN1C(=O)c2ccccc2NC1c1cccnc1 (stereo unspecified)	-4.7	30	-2	-4	99	-0.1	-1	-1	22	0
COc1cccc2c1cc([N+](=O)[O-])c1c(C(=O)O)cc3c(c12)OCO3	-3.0	-11	-3	-2	/	2.0	-4	-2	15	-1
O=C(c1ccccc1F)c1cn(Cc2ccc(F)cc2)c2ccccc12	3.9	5	0	-3	96	-0.3	-6	-6	-26	0
COc1ccccc1CN1CCCC(C(=O)c2ccccc2SC)C1 (stereo unspecified)	-0.6	-4	-6	-5	/	1.4	1	-3	3	0
CC1(C)Cc2c(C#N)c(N3CCNCC3)nc(-c3ccco3)c2CS1	2.4	32	1	4	103	13	-4	-1	-12	2
COc1ccc(-n2nc(C(=O)NCC(=O)N3CCC4(CC3)OCCO4)c3ccccc3c2=O)cc1Cl	-0.8	-6	-14	3	/	2.0	1	5	5	-2
Cc1cc(O)c(CN2CC=C(c3ccccc3)CC2)cc1C(C)C	3.2	3	4	0	109	-1.9	6	-1	-17	-2
Cc1nn(Cc2ccccc2Cl)c(Cl)c1C(=O)OCC(=O)NCc1ccco1	-2.0	-3	-7	7	98	0.1	4	1	10	-6
CC(C)[C@]12CC(=O)[C@H](C)[C@H]1C2	-2.2	16	4	-7	98	-0.6	-5	0	12	-3
CCCCCCC(=O)N/N=C/c1c(O)n(C2CC2)c(=S)[nH]c1=O	-0.8	29	-1	0	121	0.3	4	-5	4	-1
CC(C)(C)NC(=O)C1CC2CCCCC2CN1 (stereo unspecified)	-1.5	-8	-4	5	103	-1.0	-1	0	8	1
O=C(NC1(C(F)(F)F)Oc2ccccc2O1)N1CCC2(CC1)OCCO2	-0.5	-6	-9	0	136	0.9	2	/	3	3
C=CCN1C(=O)NC(=O)/C(=C/c2ccoc2)C1=O	-0.5	15	-54	-3	97	0.3	0	-1	2	10
COC(=O)c1ccc(CN2CCSC2=N)cc1	-2.7	6	-5	0	/	-0.8	3	1	14	5
CCOC(=O)[C@]12Cc3cc(C)ccc3[C@H]1N(Cc1ccccc1)C(=O)c1ccccc12	4.6	-4	3	3	102	-1.8	0	-3	-25	2
COc1ccc(C=C2C(=O)N(C)C(=O)N(C)C2=O)cc1CSc1ccccn1	-1.7	13	-6	-1	103	-0.8	7	2	7	-3
C[C@]12CC[C@H](O)CC1=CCC1C2CC[C@]2(C)C(=O)[C@H](Br)CC12 (stereo partly specified)	-0.4	4	-2	-4	97	-2.0	-3	0	2	8
CCOc1ccc(N2C(=O)NC(=O)/C(=C\c3ccc(N4CCOCC4)cc3C)C2=O)cc1	2.4	14	-2	-6	108	-0.7	-1	-4	-12	0
CN1CCN(c2ccc(S(C)(=O)=O)cc2[N+](=O)[O-])CC1	-2.7	9	-12	-4	85	-1.2	1	-2	14	0
CCC(C(=O)N1CCC2(CC1)OCCO2)c1ccccc1 (stereo unspecified)	-0.6	13	-2	-2	/	0.5	0	0	3	0
COC(=O)C1=C(c2cccc(OC)c2OC)C[C@@H]2CC[C@H]1N2C(=O)NCc1ccc(C(F)(F)F)cc1	-1.1	-5	-4	0	103	-1.2	5	-4	7	-1
CN1C(=O)C(=CN2CCN(C(=O)c3ccco3)CC2)C(=O)N(C)C1=S	-1.9	23	-6	1	91	2.3	-2	/	12	1
Cc1ccccc1OCCN=Cc1c(O)n(C)c(=O)n(C)c1=O	-1.6	0	0	1	101	-0.8	3	-1	8	-2
C[C@]12CCC3C(CC[C@H]4C[C@@H](O)CC[C@]34C)C1C[C@@H](O)[C@@H]2O (stereo partly specified)	-3.5	4	-14	2	124	1.8	0	-3	18	0
Fc1ccccc1CCNCc1ccccc1	-0.7	42	-6	4	102	-1.4	4	/	3	3
COc1ccc2c(c1)C13CCCC[C@@H]1C(C2)N(C)CC3 (stereo partly specified)	-2.3	3	13	5	87	0.0	-1	0	12	2
Cc1ccc(O)c(CN2CCN(c3ccccc3)CC2)c1	0.3	1	-6	0	106	0.5	3	-1	-2	-1
C=CCn1c(O)c(/C=C2/C=c3ccccc3=N2)c(=O)[nH]c1=S	-1.6	7	-8	-3	125	-3.9	0	0	8	1
COc1ccc(C2=CC(c3ccc(OC)c(OC)c3)c3c(c4ccccc4oc3=O)O2)cc1OC (stereo unspecified)	-3.1	3	-3	-11	103	1.4	4	1	14	-2
Cc1cc(/C=C2\C(=O)NC(=O)N(Cc3ccco3)C2=O)c(C)n1-c1ccc(C(=O)O)cc1	-3.1	6	1	2	86	6.1	3	-2	16	-4
O=C1NC(=O)N(CCc2ccc(F)cc2)C(=O)/C1=C/c1ccco1	-0.1	-8	-14	-10	/	5.7	-2	-2	0	1
COC1C(O)C(C)OC(OC2CCC3(C=O)C(CCC4C3CCC3(C)C(C5=CC(=O)OC5)CCC43O)C2)C1O (stereo unspecified)	83*	17	6	-5	/	-0.8	1	-3	-419	6
C=CCN1C(=O)C2(C(C(=O)OCC)=C(N)Oc3ccccc32)C2=C1CCCC2=O (stereo unspecified)	-2.0	-1	-2	-2	100	0.8	-2	-6	10	-1
CC1CCC(N(C)C2CCN(C)CC2)CC1 (stereo unspecified)	-0.6	3	-10	-3	120	0.6	-1	0	3	-2
COc1ccc(OC)c(-n2c(O)c(/C=C3\C(C)=Nc4ccccc43)c(=O)[nH]c2=O)c1	/	-9	/	/	107	/	-1	1	/	/
COc1cc(OC)c(OC)cc1CNCCc1ccc2c(c1)OCO2	-0.3	-1	-1	-4	116	-0.8	-4	0	2	-1
CCn1c(=O)n(CC)c2cc([N+](=O)[O-])c(N3CCNCC3)cc21	-2.2	-25	-8	1	96	5.7	-2	0	11	3

(next part)
SMILES	MOR-DOR ag	Arrestin-AP2 inh	Cardiac RTF inh	Keap1 Nrf2 FP	Pemphigus Ab inh	C-LANA FP	V-ATPase pHluor	Wnt bcat act	MOR-DOR inv ag	cardiac RTF act
CC(C(=O)c1c[nH]c2ccccc12)N1CCSCC1 (stereo unspecified)	0.5	-1	2	-3	114	0.1	7	/	-3	-4
O=C(c1cccn2c(=O)c3ccc(Cl)cc3nc12)N1CCC2(CC1)OCCO2	-2.1	3	-2	-7	104	1.5	4	-2	11	-6
C=CCn1c(O)c(C=NC2CCN(Cc3ccccc3)CC2)c(=O)[nH]c1=O	0.1	40	-12	-3	113	-0.2	2	1	0	18
CN(C)c1ccc2c(c1)N=C(c1ccco1)OP2(=S)N1CCOCC1 (stereo unspecified)	-2.9	10	7	-8	99	2.3	1	/	17	0
COc1ccc2c(c1)c(C(=O)CN1CCN(C)CC1)c(C)n2Cc1ccccc1	-1.8	-3	-3	4	/	1.2	2	-1	8	-3
Cc1ccccc1NP(=O)(Oc1ccccc1F)Oc1ccccc1F	-3.3	3	-1	-3	117	-2.2	-2	-2	18	-4
CCOC(=O)C1=C(C)OC(N)=C(C(=O)OCC)[C@@]12C(=O)N(CC(N)=O)c1ccccc12	3.4	-4	-6	-3	97	0.8	1	-5	-18	6
Cc1c(Oc2cc(NN3CCCCC3)c([N+](=O)[O-])cc2[N+](=O)[O-])cccc1[N+](=O)[O-]	0.7	10	-9	-2	96	-0.4	-5	-5	-4	1
